Assay outcomes: PubChem BioAssay, several laboratories
Diaph act CS: compounds boosting diaphorase resazurin reduction – biochemical, uHTS, resorufin fluorescence, counter-screen for diaphorase-coupled primary assays, primary screen; Diaphorase/resazurin coupled assay, 16 min; hits give high values; 1 = vehicle wells, 0 = NADH-free wells; activation factor at 20 µM; 0.005% of 190,000 active; AID 1229, 2008;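 active = diaphorase activity raised at least twofold by the compound at 20 µM; inactive = activation factor below 2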
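Material: purified diaphorase enzyme from Clostridium kluyveri / Medium: HEPES pH 7.4 buffer with MgCl2 and Tween 20 / Schedule: enzyme reaction of 16 min at room temperature / Measured by: resorufin fluorescence, excitation 544 nm, emission 590 nm / Evaluation: rise in resorufin formation, marking diaphorase activation or chemical reduction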
Hsp70 activator: Hsp70 transcriptional activators, primary screen, cell-based, HeLa, Hsp70 promoter luciferase, luminescence, 10 µM. HeLa Hsp70 promoter luciferase reporter; scaled: vehicle 0, proteasome-inhibitor control 100%. 0.04% of 200,000 active. activation, % at 10 µM;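 active = activation above the mean across all tested compounds plus 3 SD, cutoff set per campaign, cut at about 5.5% in these data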;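 also: 100% = MG132 at 30 µM as the positive control and 0% = DMSO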
PMI activator: activators of human PMI, primary screen, biochemical, fluorescence intensity, near-Km mannose 6-phosphate. purified human PMI, coupled resazurin fluorescence, 20 min; hits give high values; 1 = vehicle control, 0 substrate-free wells. activation factor at 20 µM. 0.005% of 190,000 active. AID 1214, 2008;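 active = activation factor of 2 or more at 20 µM, relative to plate controls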
Target sequence (P34949 whole entry, looked up): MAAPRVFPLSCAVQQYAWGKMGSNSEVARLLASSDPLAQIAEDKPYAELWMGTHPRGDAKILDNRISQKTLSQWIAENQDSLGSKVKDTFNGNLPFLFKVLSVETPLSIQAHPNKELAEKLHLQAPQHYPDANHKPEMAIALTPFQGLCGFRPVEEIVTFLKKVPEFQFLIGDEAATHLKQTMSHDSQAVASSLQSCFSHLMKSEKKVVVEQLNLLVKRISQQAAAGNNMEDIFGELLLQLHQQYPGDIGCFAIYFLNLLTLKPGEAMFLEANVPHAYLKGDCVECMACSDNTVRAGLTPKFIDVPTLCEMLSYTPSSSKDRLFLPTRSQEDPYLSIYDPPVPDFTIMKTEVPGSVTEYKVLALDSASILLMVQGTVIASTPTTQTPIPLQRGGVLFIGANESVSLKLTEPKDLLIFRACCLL
L major viab: Leishmania major promastigote growth inhibition, primary screen; 9% of 200,000 active; Leishmania major promastigotes, resazurin fluorescence viability; inhibition, % at 10 µM;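 also: promastigotes grown with compound for 44 hours at 28 °C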
PMI act hi M6P: human PMI activators, high substrate, primary screen, biochemical, fluorescence intensity, near-saturating mannose 6-phosphate | Mannose-6-phosphate isomerase (Homo sapiens), P34949 | coupled PMI enzyme assay, resazurin fluorescence, 20 min; hits give high values; 1 = untreated enzyme, 0 = substrate-free blank | activation factor at 20 µM | 0.34% of 190,000 active | AID 1216, 2008;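 active = activation factor of 2 or more at 20 µM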
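Test system: Human PMI in coupled enzyme assay | Input: 15 ng/mL PMI | Medium: HEPES-buffered pH 7.4 with magnesium and detergent | Compound: One concentration, 20 µM, in 1% DMSO | Incubation: Enzyme reaction with compound 20 min at room temperature | Detection: Diaphorase-driven resazurin-to-resorufin fluorescence, excitation 544, emission 590 nm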
Diaph inh CS: diaphorase inhibitors and chemical oxidizers, primary screen, counter-screen for diaphorase-coupled primary assays, biochemical, uHTS, resorufin fluorescence; diaphorase resazurin-to-resorufin fluorescence, NADH, 16 min; bacterial (C. kluyveri) enzyme, not human; inhibition, % at 20 µM; 0.69% of 190,000 active; AID 1217, 2008;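 active = primary screen inhibition at 20 µM above a set limit, cut at about 50% in these data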;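 also: plate controls were DMSO with full reaction for no effect and wells lacking NADH for full effect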
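controls = No-NADH positive control and DMSO neutral control | system = Clostridium kluyveri diaphorase enzyme | timing = reaction incubation of 16 min at room temperature | signal = resorufin fluorescence 544/590 nm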
TLR4-MyD88 BLA: inhibitors of TLR4-MyD88 association in cells, primary screen, cell-based, HeLa CL3-4, BLA complementation, FRET ratio; HeLa CL3-4 TLR4/MyD88 BLA complementation; inhibition, % at 8.4 µM; 0.18% of 200,000 active; AID 861, 2007; in the data active = inhibition above about 25%;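 also: 0% = vehicle and 100% = reference inhibitor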
S1P3 antagonist: S1P3 receptor antagonists, primary screen, cell-based; Sphingosine 1-phosphate receptor 3 (Homo sapiens), Q99500; CHO S1P3 NFAT-BLA reporter, FRET fluorescence, antagonist mode; inhibition, % at 4.98 µM; 0.27% of 170,000 active; AID 485, 2006;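 active = inhibition above the plate cutoff, the mean inhibition of test wells on that plate plus 3 SD, cut at about 28% in these data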;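 also: cells challenged with S1P at its EC80 of 0.8 µM; blue over green emission ratio from cleaved BLA substrate after 4 h stimulation; 0% = S1P-stimulated wells and 100% = unstimulated DMSO-only wells; some compounds past the cut are filed as inactive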
Target sequence (Q99500 whole entry, looked up): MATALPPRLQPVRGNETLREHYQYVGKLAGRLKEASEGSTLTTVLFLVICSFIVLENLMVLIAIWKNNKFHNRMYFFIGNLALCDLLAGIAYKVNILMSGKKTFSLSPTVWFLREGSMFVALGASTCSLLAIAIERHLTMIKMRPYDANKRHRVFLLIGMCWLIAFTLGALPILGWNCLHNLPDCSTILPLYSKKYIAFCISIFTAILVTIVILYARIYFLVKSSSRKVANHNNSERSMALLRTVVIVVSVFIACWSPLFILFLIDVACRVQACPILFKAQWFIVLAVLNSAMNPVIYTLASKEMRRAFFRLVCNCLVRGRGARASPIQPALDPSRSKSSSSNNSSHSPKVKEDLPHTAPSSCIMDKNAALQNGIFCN
Redox H2O2 prof: compounds producing H2O2 with reducing agent – biochemical, NIH compound library profiling, artefact control for MLSCN library redox annotation, primary screen; DTT-dependent redox cycling H2O2, phenol red/HRP absorbance; 100% = 100 µM peroxide control, 0% = buffer; activation, % at 10 µM; 0.03% of 200,000 active;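 active = activation of at least 50% relative to the plate's high and low controls in the primary single-dose screen; inactive = activation below 50%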;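 also: compound incubated with DTT at 0.8 mM final as the reducing agent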
G6PDH CS: L. mesenteroides G6PDH inhibitors, counter-screen for G6PDH-coupled screening assays, biochemical, Leuconostoc mesenteroides enzyme; glucose-6-phosphate dehydrogenase [Leuconostoc mesenteroides]; Purified L. mesenteroides G6PDH, diaphorase/resazurin coupled fluorescence, 45 min; inhibition, % at 5 µM; 0.12% of 200,000 active
RAM network inh: inhibitors of the yeast RAM network, primary screen, dse1pr::URA3 reporter, 5-FOA selection. S. cerevisiae dse1pr::URA3 reporter, 5-FOA growth OD615, 2 d; analog-sensitive cbk1-as2 kinase mutant strain. inhibition, % at 50 µM. 1.8% of 190,000 active;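 active = inhibition above a set limit, 3 SD over mean compound inhibition, cut at about 8.4% in these data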;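 also: 0% = DMSO-only wells with no growth and 100% = 10 µM 1-NA-PP1 full growth; inhibition rescues growth on 5-FOA so higher OD means more RAM inhibition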
Active calls of the source: *; / = no result given. Rule as the data show it, unless noted: active = inhibition above about 50%; inactive = the rest.

Letters: A = Diaph act CS; B = Hsp70 activator; C = PMI activator; D = L major viab; E = PMI act hi M6P; F = Diaph inh CS; G = TLR4-MyD88 BLA; H = S1P3 antagonist; I = Redox H2O2 prof; J = G6PDH CS; K = RAM network inh
[1] Cc1c(N(C(=O)c2ccccn2)C2(C(=O)NC3CCCC3)CCCCC2)c(=O)n(-c2ccccc2)n1C
  A: 0.9	B: -0.1	C: 1	D: 3	E: 1.1	F: 7	G: 10	H: -14	I: -0.4	J: 8	K: 0.9

[2] Cc1ccc(Cn2c(S(=O)(=O)O)nc3ccccc32)cc1
  A: 0.9	B: 1.0	C: 1.1	D: -5	E: 1.1	F: 8	G: 2	H: /	I: -5.1	J: -3	K: -0.4

[3] COc1ccc(NC(=O)c2ccc3snnc3c2)cc1
  A: 1	B: 0.1	C: 1.1	D: 0	E: 1	F: -2	G: 5	H: /	I: 1.0	J: -1	K: 2.3

[4] CCOC(=O)c1c(C)[nH]c(N=Nc2cccc(OC)c2)c1C
  A: 0.8	B: 0.1	C: 0.9	D: 6	E: 0.9	F: 16	G: 3	H: -10	I: -1.9	J: 7	K: 5.7

[5] CCOC(=O)C1CCN(S(=O)(=O)c2c(C)n(C)c(=O)n(C)c2=O)CC1
  A: 0.9	B: -0.2	C: 1	D: -5	E: 0.9	F: 8	G: -8	H: 10	I: -0.9	J: -2	K: 1.4

[6] C/C(CCc1ccccc1)=N\NC(=O)c1ccc(CN2CCOCC2)cc1
  A: 1	B: -0.4	C: 1	D: -3	E: 1	F: 5	G: 5	H: -4	I: -0.7	J: 5	K: 1.0

[7] Cc1cc(C)cc(N(CC(=O)NCc2ccco2)C(=O)c2snc(C(N)=O)c2N)c1
  A: 0.9	B: -0.2	C: 1	D: 23	E: 1	F: 10	G: -8	H: /	I: 0.9	J: 1	K: 6.7

[8] CCOc1ccc2c(c1)c1nnc(SCC3CCCO3)nc1n2C (stereo unspecified)
  A: 0.8	B: 0.4	C: 1	D: 50	E: 1	F: 17	G: 6	H: 10	I: -0.4	J: 1	K: 3.5

[9] COc1c(Cl)cc(-c2noc(C)c2C(=O)NCCc2ccc(C)cc2)cc1Cl
  A: 0.7	B: -0.4	C: 0.9	D: 2	E: 0.9	F: 31	G: 1	H: /	I: -0.6	J: 5	K: 6.5

[10] Cn1cccc1Cc1nnc(SCC(=O)NCc2ccccc2Cl)n1-c1ccc(F)cc1
  A: 0.9	B: -0.3	C: 1	D: 18	E: 1	F: 15	G: -8	H: 5	I: -0.5	J: 3	K: 3.1

[11] CSc1cccc(NC(C)C(=O)NCc2ccccc2)c1 (stereo unspecified)
  A: 0.8	B: 0.0	C: 0.9	D: -4	E: 0.5	F: 16	G: 0	H: -11	I: -0.1	J: 16	K: 0.3

[12] COCCN(C(=O)CSc1nnc2cc(C)c3ccccc3n12)c1c(N)n(Cc2ccccc2)c(=O)[nH]c1=O
  A: 0.9	B: -0.4	C: 1.1	D: -2	E: 1.1	F: 14	G: 1	H: 15	I: -0.5	J: -9	K: 0.5

[13] Cc1cccc(NC(=O)CN2C(=O)COc3ccc(Cl)cc32)c1
  A: 0.9	B: /	C: 0.9	D: /	E: 0.9	F: 8	G: /	H: 34	I: /	J: 16	K: 1.9

[14] O=C(CSc1cccc2cccnc12)N1CCCC1
  A: 0.9	B: -0.3	C: 0.9	D: 48	E: 0.9	F: 12	G: -13	H: -13	I: -0.3	J: 15	K: -0.3

[15] N#CC(c1ccc(Cl)cc1)c1cccc(Cl)n1 (stereo unspecified)
  A: 0.9	B: -0.3	C: 0.9	D: 5	E: 0.9	F: 7	G: -3	H: -15	I: 0.2	J: 6	K: -0.1

[16] CC(=O)NC12CC3CC(C1)CC(C(=O)OCC(=O)Nc1ncc(Cl)cc1Cl)(C3)C2
  A: /	B: -0.3	C: /	D: -5	E: /	F: /	G: -4	H: 20	I: 2.1	J: /	K: 2.4

[17] Cc1cc(C)c2cc(CN(Cc3cccnc3)C(=O)c3ccc(F)cc3)c(Cl)nc2c1
  A: 0.8	B: -0.2	C: 0.9	D: 98*	E: 0.9	F: 16	G: 4	H: /	I: -3.9	J: 5	K: -0.2

[18] Cc1nn(CC(=O)Nc2ccc(N(C)C)cc2)c(C)c1[N+](=O)[O-]
  A: 1	B: -0.2	C: 1	D: 0	E: 0.9	F: 2	G: -12	H: 0	I: 0.1	J: 10	K: 1.7

[19] Cc1ccc(S(=O)(=O)CC(=O)c2ccc(C)c([N+](=O)[O-])c2)cc1
  A: 0.8	B: -0.2	C: 0.9	D: 0	E: 0.8	F: 22	G: 4	H: /	I: 4.0	J: -1	K: 2.7

[20] COc1cc(C(=O)N2CCC(NC(=O)C(Cc3ccc(C(C)C)cc3)NC(C)=O)CC2)cc(OC)c1OC (stereo unspecified)
  A: 0.9	B: -0.2	C: 1	D: -3	E: 1	F: 5	G: -7	H: /	I: 0.9	J: 20	K: 1.1

[21] COc1ccc(NC(=O)Nc2ccc(Br)c(C)c2)cc1
  A: 1	B: 0.2	C: 1.1	D: 19	E: 1	F: 1	G: -22	H: 13	I: -0.3	J: -3	K: 4.4

[22] COc1ccc(C2=NOC(C(=O)NCc3ccc(F)cc3)C2)cc1 (stereo unspecified)
  A: 0.9	B: 0.0	C: 0.9	D: -6	E: 0.9	F: 7	G: 7	H: 11	I: 1.2	J: 13	K: 3.4

[23] O=C(O)c1c(Cl)c(Cl)c(Cl)c(Cl)c1C(=O)N1CCCC1
  A: 1	B: -0.4	C: 1	D: -9	E: 1.1	F: 0	G: -6	H: /	I: 0.1	J: 4	K: 0.3

[24] CCOCCCNC(=S)N1CCCN(c2nc3cc(C)ccc3cc2C#N)CC1
  A: 1	B: -0.2	C: 1.7	D: 35	E: 2.3*	F: 5	G: 4	H: -9	I: -0.4	J: 4	K: 4.6

Given in transposed form: 7 of the compounds above.
12: COCCN(C(=O)CSc1nnc2cc(C)c3ccccc3n12)c1c(N)n(Cc2ccccc2)c(=O)[nH]c1=O
13: Cc1cccc(NC(=O)CN2C(=O)COc3ccc(Cl)cc32)c1
14: O=C(CSc1cccc2cccnc12)N1CCCC1
15: N#CC(c1ccc(Cl)cc1)c1cccc(Cl)n1 (stereo unspecified)
16: CC(=O)NC12CC3CC(C1)CC(C(=O)OCC(=O)Nc1ncc(Cl)cc1Cl)(C3)C2
17: Cc1cc(C)c2cc(CN(Cc3cccnc3)C(=O)c3ccc(F)cc3)c(Cl)nc2c1
18: Cc1nn(CC(=O)Nc2ccc(N(C)C)cc2)c(C)c1[N+](=O)[O-]
entry no.	12	13	14	15	16	17	18
Diaph act CS	0.9	0.9	0.9	0.9	/	0.8	1
Hsp70 activator	-0.4	/	-0.3	-0.3	-0.3	-0.2	-0.2
PMI activator	1.1	0.9	0.9	0.9	/	0.9	1
L major viab	-2	/	48	5	-5	98*	0
PMI act hi M6P	1.1	0.9	0.9	0.9	/	0.9	0.9
Diaph inh CS	14	8	12	7	/	16	2
TLR4-MyD88 BLA	1	/	-13	-3	-4	4	-12
S1P3 antagonist	15	34	-13	-15	20	/	0
Redox H2O2 prof	-0.5	/	-0.3	0.2	2.1	-3.9	0.1
G6PDH CS	-9	16	15	6	/	5	10
RAM network inh	0.5	1.9	-0.3	-0.1	2.4	-0.2	1.7
